Myeloid diff MLP = myeloid differentiation induction; 360,000 tested, 1% active; ER-HoxA9 myeloid progenitors, lysozyme-GFP differentiation, flow cytometry; calls only at 10 µM; AID 624256;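 active = normalized GFP-positive differentiation at or above the plate's own cutoff, the solvent-only control mean plus 3 SD; inconclusive = no clear call, values can overlap the other calls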;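 note: cells exposed to compound for four days before flow analysis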
Myeloid diff MLP GFP+ MAC1+ % = also measured in Myeloid diff MLP; calls as there; GFP+ MAC1+ double positive, %; measured here: differentiation confirmed by MAC1 staining
The depositor's hits bear a star; i = inactive; ? = inconclusive; . = not tested or not shown.

SMILES | Myeloid diff MLP GFP+ MAC1+ % | Myeloid diff MLP
Cc1ccc(S(=O)(=O)NCC(=O)OCc2cc(=O)oc3c(C)c(C)ccc23)cc1C | 0.8 | i
CCOC(=O)N1CCN(C(=O)CSc2nc3nc(C)cc(C)n3n2)CC1 | 0.6 | i
O=C(CS(=O)(=O)c1ccccc1)Nc1ccccc1Br | 0.6 | i
CCc1ccc(CNC(=O)C(=O)NCCc2ccc(OC)c(OC)c2)cc1 | 1.5 | i
O=C(Cn1cnc2c(OCc3ccccc3)ncnc21)NCCc1c[nH]c2ccccc12 | 0.9 | i
COc1cccc(C=CC(=O)C=CC=Cc2ccccc2)c1 | 1.6 | i
CCC(=Cc1ccccc1O)c1ccncc1 | 0.7 | i
Fc1cccc(Cc2c(-c3ccccc3)nc3ccc(Br)cn23)c1 | 0.4 | i
OCc1nc2ccccc2n1CCCCOc1ccccc1 | 0.4 | i
C[C@H]1CN([C@@H](C)CO)C(=O)CCCn2nncc2CO[C@H]1CN(C)C(=O)NC1CCCCC1 | 0.9 | i
COc1ccccc1OCCC(=O)OCC(=O)Nc1ccc2c(c1)OCCO2 | 0.8 | i
O=C(COC(=O)C1CCN(S(=O)(=O)c2ccc(Cl)c(C(F)(F)F)c2)CC1)NCC1CCCO1 (stereo not given) | 1.0 | i
O=C(C1CCCCC1)N1C[C@@H](O)[C@H](n2cc(C3CC3)nn2)C[C@@H]1c1ccccc1 | 3.2 | i
Cc1nc(Cc2nnc(SC(C)C(=O)N3c4ccccc4NC(=O)C3(C)C)o2)cs1 (stereo not given) | 0.3 | i
CC1(C2CC2)NC(=O)N(CC(=O)Nc2ccc(C(F)(F)F)cc2)C1=O (stereo not given) | 0.8 | i
COc1ccc(SCCN2CC[C@@H](NC(=O)OCc3ccccc3)CCC2=O)cc1 | 3.0 | i
C[C@H](NC(=O)C1CCN(S(=O)(=O)c2ccccc2)CC1)C(=O)NCc1cccnc1 | 0.7 | i
CC1=C(C(=O)N(C)C)CC(CC(=O)NCCCN(C)C)C(=O)N1Cc1ccc(F)cc1 (stereo not given) | 0.8 | i
CCc1nc2c(OCc3ccccc3)cccn2c1N(C)C(=O)Nc1ccccc1OC | 1.0 | i
Clc1ccc(Br)c(-c2nc3ccccc3[nH]2)c1 | 0.5 | i
CCCOc1ccc(C(=O)Nc2cc(S(=O)(=O)N3CCOCC3)ccc2N2CCN(CC)CC2)cc1OC | 0.2 | i
Cc1ccc(C(=O)COC(=O)CCS(=O)(=O)c2ccccc2)cc1[N+](=O)[O-] | 0.1 | i
O=C(COC(=O)[C@@H]1CCCN1C(=O)c1cccs1)Nc1cccc(Cl)c1 | 1.0 | i
O=C(NCc1cccs1)c1csc([C@@H]2O[C@H](CO)[C@H](O)[C@H](O)[C@H]2O)n1 | 0.3 | i

Retrieved by compound from the list above, two records:
SMILES | Myeloid diff MLP GFP+ MAC1+ % | Myeloid diff MLP
CCc1nc2c(OCc3ccccc3)cccn2c1N(C)C(=O)Nc1ccccc1OC | 1.0 | i
Fc1cccc(Cc2c(-c3ccccc3)nc3ccc(Br)cn23)c1 | 0.4 | i

The results go on.
SMILES | Myeloid diff MLP GFP+ MAC1+ % | Myeloid diff MLP
CCCCSc1ncnc2c1ncn2C1CCCCO1 (stereo not given) | 1.4 | i
CC1(C(=O)NS(=O)(=O)C2CC2)CCN(C(=O)c2ccc(F)cc2Cl)C1 (stereo not given) | 0.6 | i
CCC(=O)Nc1cc(OC)c(NC(=S)Nc2ccccc2CC)cc1OC | 0.5 | i
COc1ccc(CCNS(=O)(=O)c2ccc3c(c2)CCCC3)cc1OC | 0.7 | i
Cc1occc1C(=O)N(C)CC1CCCN(CCc2ccc(Cl)cc2)C1 (stereo not given) | 2.3 | i
CC(=O)Nc1ccc(NC(=O)COc2cccc3ccccc23)cc1 | 0.5 | i
Cc1ccc2nc(-c3ccccc3)c(CC3CCCCC3)n2c1 | 0.3 | i
O=C(COC(=O)c1ccc(Cl)nc1)NCc1ccc(F)cc1 | 0.8 | i
COC(=O)C[C@@H]1C[C@H]2c3cc(NS(C)(=O)=O)ccc3O[C@H]2[C@H](CO)O1 | 0.9 | i
Cc1noc(C)c1COc1ccccc1C(=O)Nc1ccc(C(N)=O)cc1 | 0.5 | i
COc1ccccc1Cc1c(-c2ccc(C)cc2)nc2c(C)cc(Br)cn12 | 0.7 | i
CCN1C(=O)[C@H]2[C@@H](c3ccc(-c4ccc(C(C)=O)cc4)c(OC)c3)N3CCCC[C@@]3(C(=O)OC)[C@H]2C1=O | 2.4 | i

Three entries out of the list above, sorted by the value under Myeloid diff MLP GFP+ MAC1+ %, highest first.
Compound | Myeloid diff MLP GFP+ MAC1+ %
COc1ccccc1Cc1c(-c2ccc(C)cc2)nc2c(C)cc(Br)cn12 | 0.7
CCC(=O)Nc1cc(OC)c(NC(=S)Nc2ccccc2CC)cc1OC | 0.5
Cc1ccc2nc(-c3ccccc3)c(CC3CCCCC3)n2c1 | 0.3

Other records
SMILES | Myeloid diff MLP GFP+ MAC1+ % | Myeloid diff MLP
C/C(CC(=O)Nc1c(Cl)cccc1C(F)(F)F)=N\NC(=O)c1cnccn1 | 2.3 | i
CC(=O)c1cccc(NC(=O)C2CCCN2S(=O)(=O)c2cccs2)c1 (stereo not given) | 1.1 | i
CC(C)(C)OC(=O)N1Cc2[nH]c3ccccc3c2C[C@@H]1C(=O)O | 1.1 | i
C[C@H](CO)N1C[C@H](C)[C@@H](CN(C)Cc2ccc(C(=O)O)cc2)Oc2c(NS(=O)(=O)c3cn(C)cn3)cccc2C1=O | 0.6 | i
CC(NC(=O)COC(=O)C1CCN(c2ccc(C(F)(F)F)cn2)CC1)c1ccccc1 (stereo not given) | 0.9 | i
COC(=O)[C@]1(CC(C)C)N[C@H](c2ccc(-c3ccccc3)cc2)[C@@H]2C(=O)N(C)C(=O)[C@@H]21 | 0.8 | i
CC(=O)c1ccc(S(=O)(=O)N2CCN(CC(=O)NC(=O)NC3CCCCC3)CC2)cc1 | 0.5 | i
Cc1cccc(C)c1-n1nnnc1C1(C)CCC(=O)N1C1CCN(Cc2ccccc2)CC1 (stereo not given) | 1.0 | i
CCCn1c(NC(=O)CCNC(=O)c2ccccc2Cl)nc2ccccc21 | 0.4 | i
N#Cc1ccccc1C[C@H](N)C(=O)NC[C@H]1O[C@@H](n2ccc(N)nc2=O)[C@H](O)[C@@H]1O | 1.2 | i
CC(C)NC(=O)C1(C)CCN1Cc1ccc(C(F)(F)F)cc1 (stereo not given) | 1.1 | i
COc1cccc(C(O)c2nc(-c3cccc(CO)c3)cs2)c1 (stereo not given) | 0.5 | i
O=C(COC(=O)/C=C/c1cccc(C(F)(F)F)c1)Nc1ccc(Cl)cn1 | 1.4 | i
COc1ccc(/C=C/C(=O)OCC(=O)c2ccccc2F)cc1 | . | ?
Oc1ccc2sc(-c3ccccc3O)c(-c3ccc(OCCN4CCCCC4)cc3)c2c1 | 1.5 | i
CCc1ccc(C(O)c2ncc(-c3cccc4ccccc34)[nH]2)cc1 (stereo not given) | 2.5 | i
COc1ccc(-c2csc(N(CCCN(C)C)C(=O)c3ccc(OC)c(OC)c3)n2)cc1 | 0.6 | i
CC1CCCC(NC(=O)COC(=O)c2n[nH]c3ccccc23)C1C (stereo not given) | 0.8 | i
CC(=O)NC(c1ccc(Cl)cc1)c1ccc2cccnc2c1O (stereo not given) | . | ?
O=C(Cc1coc2cc(O)ccc12)N1CCN(S(=O)(=O)c2ccc(Br)cc2)CC1 | 1.2 | i
COc1ccc(-n2nnnc2SCC(=O)NC2CC2)cc1 | 0.7 | i
CCNC(=O)C1CCCN(Cc2ccc3ccccc3c2Br)CC1 (stereo not given) | 0.8 | i
COC(=O)CCC(=O)Nc1nc(-c2ccccc2)cs1 | 2.0 | i
COc1ccc(-c2nc(CC(=O)Nc3cccc(S(=O)(=O)NC4=NCCC4)c3)cs2)cc1 | 0.5 | i
CCCCCCCCN1C(=O)[C@H](CC(=O)NCCc2ccccc2OC)C[C@@]2(C(=O)OC)CCCCC=C12 | 1.6 | i
CC(=O)Nc1ccc(S(=O)(=O)N[C@@H](C)C(=O)N2CCN(c3ccccn3)CC2)cc1 | 0.2 | i
Cc1cn(C2CC(OC(=O)C(C)C)C(CO)O2)c(=O)[nH]c1=O (stereo not given) | 0.4 | i
Cc1cc(NS(=O)(=O)c2ccc(NC(=O)Cc3ccc(Cl)c(Cl)c3)cc2)no1 | 0.3 | i
COc1cc(C(=O)NCCOc2ccc(Cl)cc2)ccc1OCc1c(C)noc1C | 0.4 | i
COc1ccccc1C=Cc1ccnc2ccccc12 | 0.3 | i
COc1ccccc1CNC(=O)COC(=O)CSc1ccc(C)c(C)c1 | 0.4 | i
CCCC(=O)N1CCCC(c2cc(C(=O)Nc3ccccc3)no2)C1 (stereo not given) | 2.7 | i
Cc1cc(Br)cn2c(Cc3ccsc3)c(-c3ccccc3)nc12 | 1.3 | i
Cc1cccc(NC(=O)CSCC(=O)N(C)Cc2ccc(Cl)c(Cl)c2)c1 | 1.3 | i
COc1ccc(S(=O)(=O)NC(=O)C2(C)CCN2C(=O)Cc2cc(F)ccc2F)cc1 (stereo not given) | 0.5 | i
Cc1ccc(S(=O)(=O)N2CCC(=O)N([C@H](COCc3ccc(Cl)cc3Cl)Cc3ccccc3)CC2)cc1 | 0.6 | i

An excerpt from above in order of heavy-atom count, rising:
SMILES | Myeloid diff MLP GFP+ MAC1+ % | Myeloid diff MLP
CCCC(=O)N1CCCC(c2cc(C(=O)Nc3ccccc3)no2)C1 (stereo not given) | 2.7 | i
Cc1cc(NS(=O)(=O)c2ccc(NC(=O)Cc3ccc(Cl)c(Cl)c3)cc2)no1 | 0.3 | i
COc1ccc(S(=O)(=O)NC(=O)C2(C)CCN2C(=O)Cc2cc(F)ccc2F)cc1 (stereo not given) | 0.5 | i

(continued)
SMILES | Myeloid diff MLP GFP+ MAC1+ % | Myeloid diff MLP
C[C@H](CO)N1C[C@H](C)[C@@H](CN(C)S(=O)(=O)c2ccccc2)Oc2ccc(NS(=O)(=O)c3cccs3)cc2C1=O | 1.4 | i
CCNC(=O)c1cc2c(c(-c3cccc(-c4cccc(C(=O)N(C)C)c4)c3)n1)[C@@H](CCO)N(S(=O)C(C)(C)C)C2 (stereo not given in full) | 1.4 | i
CC(C)(Oc1ccc(F)cc1)C(=O)OCC(=O)c1ccc(S(C)(=O)=O)cc1 | 0.2 | i
O=C(COC(=O)c1ccc[n+]([O-])c1)Nc1cc([N+](=O)[O-])ccc1Cl | . | ?
CCO[C@@H]1OC(C(=O)N2CCOCC2)=C[C@H](C(C)(C)C)[C@H]1CCCO | 1.3 | i
COc1ccc(N2C(=O)N3[C@@H]4c5ccccc5OC[C@@H]4[C@@H](c4ccccc4)[C@@]3(C)C2=O)cc1 | 2.0 | i
CCCNC(=O)C1(C)CCN(C(=O)COc2ccc(Cl)cc2Cl)C1 (stereo not given) | 1.0 | i
COc1ccc(OCC(=O)NNC(=O)C2CCC2)cc1 | 0.3 | i
O=C(CC(O)(c1ccccc1)c1ccccc1)Nc1ccccn1 | 1.5 | i
O=C(NC1=NCCS1)c1ccc(F)c(S(=O)(=O)N2CCOCC2)c1 | 1.3 | i
COc1ccc(NC(=O)CN(C)C(=O)c2cccc(Oc3ccccc3)c2)cc1 | 0.8 | i
CCCCNS(=O)(=O)c1ccc(Br)cc1N1CCC[C@H]1CO | 1.0 | i
C[C@H]1CN([C@@H](C)CO)S(=O)(=O)c2ccc(C#CC(C)(C)O)cc2O[C@H]1CN(C)Cc1ccccc1 | 0.6 | i
CC1CCCC(C)N1C(=O)COC(=O)c1ccc([N+](=O)[O-])o1 (stereo not given) | 2.3 | i
CCOC(=O)c1cc2c(c(-c3cccc(-c4cc5ccccc5o4)c3)n1)[C@@H](CCO)N(S(=O)C(C)(C)C)C2 (stereo not given in full) | 1.8 | i
COc1cc(C(C)=O)ccc1OC(C)C(=O)Nc1ccc(S(=O)(=O)N2CCCC2)cc1 (stereo not given) | 0.3 | i
COc1ccccc1NS(=O)(=O)c1ccc(C)c(NS(=O)(=O)c2cc(NC(C)=O)ccc2OC)c1 | 1.1 | i
O=C(COC(=O)c1ccc(Cl)nc1)Nc1ccc(N2CCOCC2)cc1 | 0.0 | i
CCNc1ccc(S(=O)(=O)N2CCCCC2)cn1 | 0.3 | i
CC(C)(C)c1ccc(/C=C(\C#N)C(=O)NC2CC2)cc1 | 0.2 | i
Cc1cc(C)c(C)c(S(=O)(=O)Nc2cccnc2)c1C | 0.7 | i
CCCNC(=O)c1cc(C2CCCN(C(=O)c3ccc(OC)cc3)C2)on1 (stereo not given) | 0.9 | i
N#CCCCCn1ccc(NC(=O)c2ccc(Cl)cc2O)n1 | 0.7 | i
CCCCOc1ccc(S(=O)(=O)NC(=O)C2(C)CCN2C(=O)c2cccc(F)c2)cc1 (stereo not given) | 1.0 | i
C[C@@H]1CN([C@H](C)CO)C(=O)c2cccc(NS(=O)(=O)c3ccccc3)c2O[C@H]1CN(C)C | 2.2 | i
CC(CCc1ccccc1)NC(=O)C1CC1 (stereo not given) | 0.6 | i
Cn1c(=O)c2[nH]c(Cc3cccc4ccccc34)nc2n(C)c1=O | 1.2 | i
Cc1ccc(CN2CC(N3CCCCC3)CS2(=O)=O)cc1 (stereo not given) | 0.1 | i
COc1ccc(COC(=O)Oc2ccc(CNC(C)=O)cc2OC)c([N+](=O)[O-])c1 | 0.4 | i
CCc1cccc(NC(=O)C2CCCN2S(=O)(=O)c2ccccc2C(F)(F)F)c1 (stereo not given) | 0.3 | i
CN(C(=O)c1cccc(NC(=O)Cc2ccc(NC(=O)C3CCCN(C(=O)CCc4ccccc4)C3)cc2)c1)C1CCCC1 (stereo not given) | 1.2 | i
COc1ccc(C(=O)O)cc1S(=O)(=O)Nc1ccc(N2CCCCC2)cc1 | 1.2 | i
CC(Sc1nnc(Nc2ccccc2F)s1)C(=O)NC1CC1 (stereo not given) | 0.4 | i
CCOc1ccc(NC(=O)CN(C)C(=O)CCC2CCCCC2)cc1OCC | 0.5 | i
O=C(Nc1ccc(N2CCOCC2)cc1)c1csc(COCCO)n1 | 0.7 | i

Not all compounds are listed, so the mix of outcomes need not match the whole.
